Bim-Bcl-W – disrupts Bim peptide binding to human Bcl-W. Q92843. bead-based flow cytometry. inhibition, % at 10 µM. 190,000 compounds, 0.02% hits. AID 952;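 further: 0% = bound tracer without compound and 100% = peptide blocker; higher means less fluorescent Bim peptide bound to Bcl-W beads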
RGS7-Gao reg – regulators of human RGS7-Galphao interaction | AID 1439 | Multiplexed bead flow cytometry, RGS7-Galphao binding; actives lie on both sides | P09471 | binding response (% of control), % at 10 µM | 220,000 compounds, 0.35% hits; in the data active means binding response below about 49% or above about 150%; inconclusive means no clear call, values can overlap the other calls; inactive means in between;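 further: fluorescent Galphao held in activated GDP-AlF4 state binding bead-coupled RGS7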
RGS8-Gao reg – human RGS8-Galphao interaction regulation; AID 1423; P09471; response (percent of control binding), % at 10 µM; multiplexed bead flow cytometry, RGS8-Galphao binding; actives lie on both sides; 220,000 compounds, 0.34% hits; in the data active means response below about 60% or above about 140%; inactive means in between;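 further: Galphao activated as the GDP aluminium fluoride complex binding bead-coupled RGS8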
Bim-Mcl-1 – human Bim-Mcl-1 interaction inhibition; Q07820; Bead-based flow cytometry, Bim peptide-Mcl-1 binding; inhibition, % at 10 µM; 190,000 compounds, 0.1% hits; AID 1009;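 further: 0% = no compound tracer wells and 100% = peptide blocker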
Target sequence (Q07820 whole entry, looked up): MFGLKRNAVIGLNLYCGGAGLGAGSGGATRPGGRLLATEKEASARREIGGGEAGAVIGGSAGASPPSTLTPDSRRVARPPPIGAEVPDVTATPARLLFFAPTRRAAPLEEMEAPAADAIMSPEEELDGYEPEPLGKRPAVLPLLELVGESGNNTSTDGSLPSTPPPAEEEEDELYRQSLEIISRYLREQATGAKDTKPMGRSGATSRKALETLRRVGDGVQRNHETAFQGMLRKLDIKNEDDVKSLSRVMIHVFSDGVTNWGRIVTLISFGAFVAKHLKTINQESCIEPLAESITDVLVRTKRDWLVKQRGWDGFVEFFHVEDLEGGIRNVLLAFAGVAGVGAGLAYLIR
Bim-Bfl-1 – disrupts Bim binding to human Bfl-1 | Bead-based flow cytometry, Bim-Bfl-1 binding inhibition | inhibition, % at 10 µM | 190,000 compounds, 0.12% hits;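 further: 0% = wells without compound plus tracer and 100% = blocker peptide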
ABCG2 inh – blocks JC-1 efflux by human ABCG2 transporter. IgMXP3 cells, flow cytometry. 190,000 compounds, 0.1% hits. inhibition, % at 6.6 µM. AID 1325;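 active means inhibition above 80%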;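 further: 0% = DMSO and 100% = nicardipine control wells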
Target sequence (Q9UNQ0 whole entry, looked up): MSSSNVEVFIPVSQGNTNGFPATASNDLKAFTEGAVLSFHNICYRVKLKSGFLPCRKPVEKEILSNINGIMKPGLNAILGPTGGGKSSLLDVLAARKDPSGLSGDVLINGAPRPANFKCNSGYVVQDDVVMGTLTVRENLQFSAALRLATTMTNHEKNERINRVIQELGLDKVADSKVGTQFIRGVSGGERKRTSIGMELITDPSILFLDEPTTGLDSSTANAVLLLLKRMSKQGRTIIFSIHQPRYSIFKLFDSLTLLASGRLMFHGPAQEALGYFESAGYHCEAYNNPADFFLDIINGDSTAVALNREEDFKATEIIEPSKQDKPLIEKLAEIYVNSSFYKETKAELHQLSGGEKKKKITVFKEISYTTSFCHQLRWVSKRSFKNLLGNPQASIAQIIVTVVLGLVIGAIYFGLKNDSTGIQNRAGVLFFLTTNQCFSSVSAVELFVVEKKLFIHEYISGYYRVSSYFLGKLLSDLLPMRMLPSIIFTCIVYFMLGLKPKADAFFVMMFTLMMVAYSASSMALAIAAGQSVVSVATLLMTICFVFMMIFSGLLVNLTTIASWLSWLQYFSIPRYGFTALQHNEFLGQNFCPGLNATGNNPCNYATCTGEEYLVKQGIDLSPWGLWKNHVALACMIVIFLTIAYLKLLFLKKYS
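Test system: IgMXP3 (ABCG2) plus far-red-tagged CCRF-Adr (ABCB1) cells. Reagent: JC-1 dye as substrate. Timing: 10 min exposure at 25 °C with rotation, no wash. Measured by: flow cytometric JC-1 green MFI at 530 nm. Read-out: percent efflux inhibition, scaled nicardipine 100% to DMSO 0%. Control set: nicardipine and DMSO wells.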
RGS4-Gao reg – human RGS4-Galphao interaction regulation. 220,000 compounds, 0.33% hits. P09471. binding response (% of control), % at 10 µM. Multiplexed bead flow cytometry, RGS4-Galphao binding; actives lie on both sides; in the data active means binding response below about 49% or above about 150%; inactive means in between;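 further: fluorescent Galphao activated with aluminum fluoride binding bead-coupled RGS4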
Bcl-XL Bim block – inhibitors of Bim-Bcl-XL interaction, human; Q07817; Bim peptide-Bcl-XL binding, bead flow cytometry, fluorescence; inhibition, % at 10 µM; 190,000 compounds, 0.04% hits
ABCB1 inh – blocks JC-1 efflux by human ABCB1 transporter; P08183; CCRF-Adr cells, flow cytometry; inhibition, % at 6.6 µM; 190,000 compounds, 0.067% hits; in the data active means inhibition above about 40%;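 further: 0% = vehicle and 100% = reference inhibitor; higher value means more JC-1 retained so stronger ABCB1 efflux block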
Bcl-2 Bim block – inhibitors of Bim-Bcl-2 interaction, human | Bead-based flow cytometry, Bim peptide-Bcl-2 binding | inhibition, % at 10 µM | 190,000 compounds, 0.06% hits | AID 950; in the data active means inhibition above about 40%; inconclusive means no clear call, values can overlap the other calls;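 further: 0% = no compound wells with probe peptide and 100% = reference peptide inhibitor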
Bim-Bcl-B – human Bim-Bcl-B interaction inhibition | Q9HD36 | AID 951 | inhibition, % at 10 µM | 190,000 compounds, 0.073% hits | bead-based flow cytometry, Bim peptide-Bcl-B binding;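 further: 0% = tracer peptide without compound and 100% = reference inhibitor peptide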
* = called active by the depositor; u = inconclusive; x = no result given. Unless noted, no stated cut-off is given here; in the data, active means inhibition above about 40%.

Results follow in this order: Bcl-XL Bim block | Bim-Mcl-1 | Bim-Bcl-W | Bim-Bcl-B | Bim-Bfl-1 | RGS4-Gao reg | RGS8-Gao reg | ABCG2 inh | Bcl-2 Bim block | RGS7-Gao reg | ABCB1 inh
- Cn1c(=O)c2c(nc(OCc3ccc4c(c3)OCO4)n2Cc2ccccc2Cl)n(C)c1=O
  -2 | -4 | 1 | -12 | -9 | 98 | 100 | 0 | -12 | 96 | 0.3
- COc1ccc(N(CC(=O)NCc2cccnc2)S(=O)(=O)c2c(C)nn(C)c2C)cc1
  -4 | -2 | 3 | -8 | -9 | 100 | 101 | 0 | -8 | 100 | 0.1
- Cc1c(CN2CCC(CO)(CCOc3ccccc3)CC2)[nH]c2ccc(Cl)cc12
  -2 | -4 | -3 | -4 | -4 | 104 | 102 | 5 | -6 | 107 | 3.5
- O=C(CSc1ccc(Cl)cc1)N1CCN(c2ncc(C(F)(F)F)cc2Cl)CC1
  -8 | -3 | -1 | -9 | -16 | 96 | 96 | 1 | -10 | 97 | 0.8
- Cc1ccc(NC(=O)Cn2nnc3ccccc3c2=O)cc1
  -1 | 0 | 0 | 0 | -5 | 95 | 106 | -3 | 0 | 89 | -1.6
- Cc1cc(C)n(C(=O)/C(C#N)=C/N(C)C)n1
  -1 | 0 | 2 | 1 | -3 | 97 | 100 | 2 | -2 | 102 | 0.3
- CC(C)N(C(=O)COC(=O)CNS(=O)(=O)c1ccccc1F)c1ccccc1
  -1 | 0 | 0 | -3 | -1 | 100 | 99 | 1 | -5 | u | 0.9
- O=C(C(=O)N1CCN(c2ccccc2F)CC1)c1c[nH]c2ccccc12
  0 | 0 | 0 | -2 | -8 | 97 | 100 | 1 | -1 | 99 | 0.2
- CNC(=O)c1ccsc1NC(=O)c1ccc(S(=O)(=O)N2CCOCC2)cc1
  -2 | 0 | -1 | -2 | -1 | 106 | 105 | 10 | -2 | 106 | -0.8
- O=C(NNc1cc(N2CCOCC2)nc(N2CCOCC2)n1)c1ccc(Cl)cc1Cl
  -8 | -5 | -7 | -10 | 0 | 21* | 23* | 7 | -7 | 12* | 1.0
- Cc1ccc(NC(=O)c2ccc(S(=O)(=O)NCC3CCCO3)cc2)cc1C (stereo not drawn)
  -1 | 1 | 0 | -3 | -6 | 104 | 106 | 0 | -2 | 105 | 0.2
- CSc1nc(=O)n2cccc(C)c2n1
  3 | 0 | 0 | -6 | -12 | 104 | 100 | 0 | -8 | 99 | 0.1
- NC(=O)c1ccccc1OCC(=O)O
  11 | 3 | 19 | 8 | -5 | 100 | 97 | 6 | -17 | 97 | 0.5
- COc1ccccc1NC(=O)C1=C(C)NC(=O)NC1c1ccc(C)cc1 (stereo not drawn)
  -6 | -2 | 0 | -11 | -11 | 101 | 101 | 5 | -8 | 100 | 0.3
- O=C(CSc1nnc(-c2cccs2)o1)N1CCCCC1
  -1 | 1 | -1 | -5 | -10 | 99 | 103 | 0 | -9 | 97 | 0.1
- CSc1ncc(Cl)c(C(=O)C(C#N)c2nc3c(C)cc(C)cc3c(=O)[nH]2)n1 (stereo not drawn)
  -13 | 0 | -1 | -6 | -23 | 101 | 100 | 9 | -9 | 104 | -1.1
- COc1cccc(OCC(O)CN2CCOCC2)c1 (stereo not drawn)
  1 | 0 | 3 | 1 | 0 | 109 | 109 | -1 | -2 | 110 | -0.2
- C=CCOc1ccccc1CNCCCN1CCOCC1
  -2 | -2 | -2 | -4 | -5 | 102 | 105 | 4 | -2 | 103 | 0.1
- O=C(CSc1nc(-c2cccs2)cc(C(F)(F)F)n1)NCc1ccccc1
  1 | 5 | 2 | -2 | -4 | 101 | 100 | x | 1 | 98 | x
- CCC1CCCCN1c1nc(-c2ccncc2)nc2ccccc12 (stereo not drawn)
  0 | 2 | 1 | 0 | 2 | 103 | 103 | 6 | 1 | 112 | 1.9

RGS8-Gao reg, what is marked active above
Results follow in this order: Bcl-XL Bim block | Bim-Mcl-1 | Bim-Bcl-W | Bim-Bcl-B | Bim-Bfl-1 | RGS4-Gao reg | RGS8-Gao reg | ABCG2 inh | Bcl-2 Bim block | RGS7-Gao reg | ABCB1 inh
- O=C(NNc1cc(N2CCOCC2)nc(N2CCOCC2)n1)c1ccc(Cl)cc1Cl
  -8 | -5 | -7 | -10 | 0 | 21* | 23* | 7 | -7 | 12* | 1.0

(cont.)
Results follow in this order: Bcl-XL Bim block | Bim-Mcl-1 | Bim-Bcl-W | Bim-Bcl-B | Bim-Bfl-1 | RGS4-Gao reg | RGS8-Gao reg | ABCG2 inh | Bcl-2 Bim block | RGS7-Gao reg | ABCB1 inh
- CNC(=O)NC(=O)COC(=O)CCCSc1nc2ccccc2s1
  -4 | -2 | -2 | -1 | 1 | 99 | 100 | 0 | -1 | 102 | 0.5
- Cc1ccc(NC(=O)NNC(=O)C2CC(c3cccnc3)=NO2)cc1 (stereo not drawn)
  0 | -1 | 1 | 0 | 0 | 98 | 90 | 1 | 0 | 101 | 0.6
- O=C(NCCOc1ccc(Cl)cc1)c1ccc2ccccc2n1
  -4 | -3 | 0 | -4 | -5 | 98 | 102 | 3 | -3 | 95 | -0.4
- CC(c1ccon1)N(C)Cc1c(C(=O)N(C)Cc2ccccc2)nc2ccccn12 (stereo not drawn)
  2 | 2 | 5 | 3 | 0 | 99 | 92 | 3 | 2 | 98 | 4.2
- CCn1c(=O)c(=O)[nH]c2cc(C(=O)N3CCN(c4ccccc4F)CC3)ccc21
  -19 | -7 | -8 | -9 | -14 | 100 | 100 | 2 | -12 | 101 | 0.4
- Cc1ccc(S(=O)(=O)N(C)c2ccc(OCC(=O)O)cc2)cc1
  0 | -3 | 3 | 2 | 0 | 92 | 92 | -1 | -3 | 94 | -0.2
- O=C(NCc1nc2ccccc2[nH]1)C1=C[C@@H](C2CC2)C[C@@H](OCc2ccc(CO)cc2)O1
  -2 | 0 | -4 | -2 | -5 | 106 | 104 | 5 | -3 | 106 | 2.1
- O=C(Nc1ccc(F)cc1F)Nc1ccc(F)cc1F
  -1 | 0 | 0 | -2 | -3 | 104 | 100 | 13 | -2 | 116 | 1.0
- COc1ccc(Br)cc1C(=O)Nc1ccc(N2CCN(S(C)(=O)=O)CC2)cc1
  -7 | -5 | 0 | -11 | -17 | 102 | 103 | 39 | -10 | 105 | 1.4
- COC(=O)CSc1nc2sc(C)c(C)c2c(=O)n1C
  -1 | -1 | -6 | -3 | -2 | 99 | 103 | 3 | -4 | 101 | 0.8
- Cc1cccc(-c2nnc(SCC3CNC(=O)O3)n2-c2ccc(Cl)cc2)c1 (stereo not drawn)
  -3 | -6 | -2 | -11 | 0 | 105 | 104 | 11 | 0 | 106 | 0.6
- COc1cccc(/C=C2/CN(C)CC3=C2OC(N)=C(C#N)C3c2cccc(OC)c2)c1 (stereo not drawn)
  -10 | -6 | -5 | -13 | -21 | 102 | 101 | 44 | -17 | 99 | 3.0
- Clc1ccccc1CSc1nncn1NC/C=C/c1ccccc1
  -11 | -7 | -5 | -9 | -16 | 100 | 101 | 3 | -11 | 98 | 0.3
- COc1ccc(C2(c3ccc(OC)cc3)NC(=O)N(Cn3nnc4ccccc4c3=O)C2=O)cc1
  -9 | -7 | -2 | -9 | -3 | 103 | 100 | 4 | 1 | 100 | 5.3
- CCN(CC)S(=O)(=O)c1ccc2nc(NC(=O)c3ccco3)sc2c1
  -2 | -2 | 0 | -7 | -4 | 89 | 93 | 19 | -3 | 89 | 0.4
- O=C1CC(/C=C/c2ccccc2)=Nc2ccccc2N1
  1 | 3 | 1 | -3 | -10 | 108 | 100 | 3 | -2 | 101 | 0.7
- COc1cccc(NC(=O)C(Sc2nnc(Nc3ccccc3C)s2)c2ccccc2)c1 (stereo not drawn)
  -6 | -3 | -3 | -6 | 0 | 104 | 105 | -1 | -3 | 104 | 0.8
- COc1cc2c(cc1OC)CN(C(=O)c1ccc(S(=O)(=O)N(C)c3ccccc3)cc1)CC2
  0 | -3 | -3 | -4 | 0 | 101 | 103 | 10 | 1 | 101 | 3.7
- CCOC(=O)N1CCN(C(=O)CN(Cc2ccc(Cl)cc2)S(=O)(=O)c2ccc(C)cc2)CC1
  -7 | -1 | 7 | -6 | -6 | 98 | 99 | 9 | -5 | 92 | 5.3
- COc1ccc(NC(=O)C2CCN(C(=O)c3cccs3)CC2)c(OC)c1
  -2 | -2 | -3 | -2 | -1 | 103 | 93 | 2 | -5 | 102 | 0.6
- CCNS(=O)(=O)c1ccc(NC(=O)c2ccccc2OCC)cc1
  -2 | -2 | -2 | -1 | -2 | 106 | 104 | 3 | -4 | 104 | 0.1
- Cn1c(=O)n(Cc2ccccc2F)c(=O)c2c1nc1n2CCCN1CCc1ccccc1
  -11 | 0 | 1 | -6 | -14 | 99 | 96 | 3 | -9 | 97 | 0.7
- COC(=O)c1ccccc1S(=O)c1snnc1C (stereo not drawn)
  -5 | 0 | 0 | -2 | -5 | 102 | 101 | 21 | 0 | 101 | 1.0
- CCC(C)(C)n1nnnc1C(c1cc2cc(C)ccc2[nH]c1=O)N1CCCc2ccccc21 (stereo not drawn)
  -4 | -2 | 1 | 0 | -1 | 111 | 106 | 2 | -1 | 103 | 1.5
- COc1cc(C)c(CNc2cc(C)cc(C)c2)cc1C
  -4 | -2 | -1 | -9 | -16 | 96 | 101 | 6 | -10 | 95 | 0.4
- CC(=O)Nc1ccc(NC(=O)CNC(=O)COc2ccccc2)cc1
  1 | 0 | 0 | 0 | -4 | 103 | 101 | -1 | -2 | u | -0.2
- CCCn1nnnc1SCC(=O)NNC(=O)C1CCCCC1
  -4 | 1 | 0 | -7 | -9 | 100 | 98 | 6 | -6 | 99 | 0.8
- CCOCC(=O)Nc1ccc(F)c(F)c1
  5 | 6 | -1 | -7 | -12 | 100 | 102 | 2 | -6 | 97 | 0.1
- CCOc1cc(CNc2ncn[nH]2)ccc1OCC(=O)NC(C)(C)C
  1 | 1 | 0 | -3 | -6 | 103 | 106 | 2 | 0 | 103 | 0.6
- Cc1cc(C)c(S(=O)(=O)NCCCN2CCOCC2)cc1Br
  -2 | 0 | 1 | -8 | -14 | 100 | 102 | 2 | -11 | 97 | -0.4
- Cc1ccc(C(=O)O/N=C(\N)c2ccc(Br)cc2)cc1
  -8 | -155 | 1 | -38 | -14 | 102 | 102 | 15 | -19 | 101 | -1.0
- O=C(CN1CCN(c2ccccn2)CC1)Nc1cccc(S(=O)(=O)N2CCCC2)c1
  1 | 1 | 0 | 1 | -7 | 100 | 104 | 18 | -1 | 98 | 2.3
- CCC1(C)CC(c2nc(-c3ccc(OC)cc3)cs2)CCS1 (stereo not drawn)
  -10 | -5 | -5 | -6 | -12 | 103 | 103 | 10 | -7 | 102 | 0.3
- CC(=O)Nc1nc(SCc2ccc(Cl)cc2Cl)n[nH]1
  0 | 0 | -1 | 0 | 0 | 105 | 103 | 1 | -1 | 108 | 0.2
- O=C(COC(=O)C1(c2ccc(Cl)cc2)CCCC1)N1CCc2ccccc21
  -11 | -5 | -5 | -13 | -17 | 99 | 100 | 4 | -8 | 98 | 0.6
- COc1cc(OC)nc(/N=C/N(C)C)n1
  0 | 1 | 0 | -3 | -2 | 96 | 95 | 4 | 0 | 95 | 0.0

From PubChem
